TNAP inh noacc: blocks human TNAP activity with no phosphate acceptor present. inhibition, % at 20 µM. 200,000 compounds, 0.26% hits. purified TNAP, CDP-star luminescence, 30 min;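 active = tissue-nonspecific alkaline phosphatase inhibition above about 50% at 20 µM in the single-dose screen, limit read from the data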;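 note: 0% = DMSO negative control and 100% = EDTA positive control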
Target sequence (P05186 whole entry, looked up): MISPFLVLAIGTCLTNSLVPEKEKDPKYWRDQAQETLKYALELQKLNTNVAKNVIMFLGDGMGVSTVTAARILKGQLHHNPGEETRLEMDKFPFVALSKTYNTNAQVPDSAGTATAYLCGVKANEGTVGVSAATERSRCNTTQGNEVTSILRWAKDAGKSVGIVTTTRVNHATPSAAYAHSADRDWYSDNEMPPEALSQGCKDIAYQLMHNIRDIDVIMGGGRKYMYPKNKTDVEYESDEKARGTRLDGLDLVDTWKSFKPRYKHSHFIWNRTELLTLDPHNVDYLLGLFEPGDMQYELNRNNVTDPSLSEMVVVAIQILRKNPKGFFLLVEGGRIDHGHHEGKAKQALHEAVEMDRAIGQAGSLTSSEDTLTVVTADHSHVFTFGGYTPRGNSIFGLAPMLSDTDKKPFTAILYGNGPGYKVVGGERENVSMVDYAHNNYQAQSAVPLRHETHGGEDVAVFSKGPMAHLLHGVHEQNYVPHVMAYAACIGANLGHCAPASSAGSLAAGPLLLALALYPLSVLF
FLuc act counter: firefly luciferase counter-screen for stimulation assays; ATPlite luciferase biochemical, luminescence, 10 min; 0 = ATP-free wells, 1 = DMSO control; activation factor at 10 µM; 200,000 tested, under 10 active;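 active = luciferase activation factor, scaled between plate controls, of at least 2 with compound at 10 µM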
Target sequence (P08659 whole entry, looked up): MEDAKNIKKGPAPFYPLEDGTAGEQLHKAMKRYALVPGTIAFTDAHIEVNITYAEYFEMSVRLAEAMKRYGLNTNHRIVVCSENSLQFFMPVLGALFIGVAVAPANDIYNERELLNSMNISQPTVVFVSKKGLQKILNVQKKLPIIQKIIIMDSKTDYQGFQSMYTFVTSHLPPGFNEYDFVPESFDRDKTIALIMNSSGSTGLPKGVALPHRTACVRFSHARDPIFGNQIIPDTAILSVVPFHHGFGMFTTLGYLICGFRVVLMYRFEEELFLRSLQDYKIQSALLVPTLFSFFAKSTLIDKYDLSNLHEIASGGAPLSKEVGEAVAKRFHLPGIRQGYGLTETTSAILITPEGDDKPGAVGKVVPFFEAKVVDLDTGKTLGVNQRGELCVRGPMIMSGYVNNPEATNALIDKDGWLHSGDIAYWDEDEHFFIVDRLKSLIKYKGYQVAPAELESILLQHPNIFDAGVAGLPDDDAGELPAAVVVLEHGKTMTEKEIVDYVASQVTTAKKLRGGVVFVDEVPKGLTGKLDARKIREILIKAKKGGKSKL
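Assay system: Luciferase/luciferin detection reagent, cell-free biochemical luciferase assay / Also added: ATP substrate / Schedule: 10 min at ambient temperature / Measured by: luminescence measurement of luciferase light output / Benchmarks: low control with PBS replacing ATP, high control enzyme plus ATP without compound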
TNAP inh hi DEA: blocks human TNAP under high phosphate acceptor concentration; 200,000 compounds, 0.03% hits; inhibition, % at 20 µM; purified TNAP, CDP-star luminescence, 1 M DEA; AID 1135; P05186;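 active = over 50% inhibition of tissue-nonspecific alkaline phosphatase at 20 µM in the single-dose screen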;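 note: plate controls were DMSO wells for no effect and EDTA-quenched wells as full inhibition for full effect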
TNAP act hiacc: activators of human TNAP at high phosphate acceptor concentration; P05186; purified TNAP, CDP-star luminescence, 1 M DEA, 30 min; hits give high values; 0 = EDTA background, 1 = DMSO-only activity; activation factor at 20 µM; 200,000 tested, under 10 active; AID 1136;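 active = activation factor at least 2 at 20 µM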
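Dosing: 20 µM single point. System: human TNAP. Amount: TNAP 1/800 final. Incubation: 30 min, room temperature. Read-out: TNAP activation factor scaled between EDTA and DMSO control wells. Signal: luminescence from CDP-star hydrolysis. Medium: 1 M DEA, pH 9.8, Mg2+, Zn2+. Control set: EDTA negative control, DMSO positive control.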
Lmaj promast: inhibitors of Leishmania major promastigote growth. 200,000 compounds, 9% hits. Leishmania major promastigotes, resazurin fluorescence viability. inhibition, % at 10 µM. AID 1063; in the data active = inhibition above about 50%;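 note: promastigotes grown with compound for 44 hours at 28 °C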
bIAP inh: blocks bovine intestinal alkaline phosphatase activity; purified bovine IAP, CDP-star luminescence, 30 min; inhibition, % at 20 µM; 190,000 tested, under 10 active;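 active = over 50% inhibition of intestinal alkaline phosphatase at 20 µM in the single-dose screen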
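Assay system – bovine IAP enzyme · Quantity – bovine IAP at 1/65,000,000 final dilution · Detection – CDP-star luminescence signal · Times – 30 min reaction at room temperature · Also added – CDP-star substrate at 30 µM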
RAM network inh: yeast RAM network inhibition; 190,000 compounds, 1.8% hits; S. cerevisiae dse1pr::URA3 reporter, 5-FOA growth OD615, 2 d; analog-sensitive cbk1-as2 kinase mutant strain; inhibition, % at 50 µM;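 active = inhibition above a set limit, 3 SD over mean compound inhibition, cut at about 8.4% in these data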;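 note: 0% = DMSO-only wells with no growth and 100% = 10 µM 1-NA-PP1 full growth; inhibition rescues growth on 5-FOA so higher OD means more RAM inhibition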
APP 5UTR inh: APP translation inhibition; SH-SY5Y APP 5'UTR-luciferase reporter, luminescence; inhibition, % at 2 µM; 190,000 compounds, 0.82% hits;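 active = inhibition above a set limit, derived from the sample mean plus 3 SD, cut at about 45% in these data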; note: values of inactives mirror those of a sister screen read the other way
bIAP activator: increases bovine intestinal alkaline phosphatase activity | activation factor at 20 µM | 200,000 compounds, 0.17% hits | purified bovine IAP, CDP-star luminescence, 30 min; hits give high values; fold of DMSO-control signal, blank-subtracted;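 active = activation factor of 2 or more at 20 µM, a signal rise over negative controls twice the positive control's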
FLuc inh counter: Photinus pyralis luciferase inhibition counter-screen; P08659; inhibition, % at 10 µM; 200,000 compounds, 1.5% hits; ATPLite firefly luciferase biochemical luminescence, 10 min;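 active = inhibition above about 50% when tested at 10 µM, limit read from the data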
The depositor's hits bear a star; . = no result given.

no. | SMILES | TNAP inh noacc | FLuc act counter | TNAP inh hi DEA | TNAP act hiacc | Lmaj promast | bIAP inh | RAM network inh | APP 5UTR inh | bIAP activator | FLuc inh counter
1 | c1ccc2c3c([nH]c2c1)C1(CCCCC1)NCC3 | -18 | 1.1 | -6 | 1.1 | 9 | -4 | 0.1 | -13 | 1 | -6
2 | CCN1CCN(C(=O)c2ccc(CSc3ccc(C)cc3)cc2)CC1 | -11 | 1 | -6 | 1.1 | 100* | -9 | 2.8 | -1 | 1.1 | 0
3 | O=C(CCc1nnc(Cc2ccc(-c3ccccc3)cc2)o1)NCC1CC1 | -9 | 1 | -6 | 1.1 | -6 | -2 | 1.4 | -20 | 1 | -4
4 | CC(C)(C)c1ccc(S(=O)(=O)N2CCCC2C(=O)NC2=NCCS2)cc1 (stereo not given) | -10 | 1 | -4 | 1 | 0 | 1 | 0.5 | 14 | 1 | -4
5 | Cc1cc(C)c(C)c(C(=O)CSc2nnc(C)c(=O)[nH]2)c1C | 19 | 1.1 | -2 | 1 | -26 | 2 | 1.1 | 1 | 1 | -7
6 | O=C(NNS(=O)(=O)c1ccc(Cl)cc1)NC1CCCCC1 | -7 | 1.1 | -1 | 1 | -3 | 7 | 3.5 | -7 | 0.9 | -8
7 | CN(C)c1nc(C(F)(F)F)cc(=O)[nH]1 | -12 | 1.1 | -6 | 1.1 | -7 | 3 | 1.8 | 6 | 1 | -6
8 | COc1ccc(N2CCN(CCCNC(=O)C3CCC(CNc4nc(=S)[nH]c5ccccc45)CC3)CC2)cc1 (stereo not given) | -2 | 1 | 0 | 1 | 86* | -6 | 1.0 | -11 | 1.1 | -4
9 | O=S(=O)(N1CCCCC1)N1CCNCC1 | -7 | 1 | 0 | 1 | -4 | 13 | 1.4 | 14 | 0.9 | -5
10 | O=C(N/N=C/c1cccc(Oc2ccccc2)c1)c1ccncc1 | -13 | 1 | -2 | 1 | 21 | -16 | 1.6 | -29 | 1.2 | 4
11 | Cc1ccc(N2C(=O)[C@@H]3C(C(=O)C(c4ccccc4)c4ccccc4)=NN[C@@H]3C2=O)cc1 | -4 | 1 | 2 | 1 | -6 | 17 | 3.0 | 13 | 0.8 | -4
12 | O=C(NCc1ccncc1)C1CCCN(S(=O)(=O)Cc2ccccc2)C1 (stereo not given) | -14 | 1.1 | -5 | 1.1 | -3 | 1 | -0.5 | 8 | 1 | -8
13 | COC(=O)c1sccc1NC(=O)Nc1cccc(C)c1 | -6 | 0.8 | -3 | 1 | 6 | 1 | 1.4 | -5 | 1 | 16
14 | CCN1CCN(C(=O)c2ccc3c(c2)N(Cc2ccc(F)cc2)C(=O)c2ccccc2S3=O)CC1 (stereo not given) | 1 | 1.1 | -1 | 1 | -3 | 3 | 0.3 | -4 | 1 | -6
15 | CSc1nnc(NC(=O)c2ccc(C)c(S(=O)(=O)N3CCOCC3)c2)s1 | -10 | 0.8 | -4 | 1 | -2 | 13 | 3.9 | -6 | 0.9 | 24
16 | COc1ccccc1-n1c(C)nnc1SCC(=O)Nc1cc(C)cc(C)c1 | -9 | 1 | -4 | 1 | 1 | -3 | -1.2 | -33 | 1 | 0
17 | COc1ccc(/C=C/C(=O)c2ccoc2)cc1 | -9 | 0.6 | -3 | 1 | 14 | -1 | -0.3 | -4 | 1 | 45
18 | CC(C)=CCCC(C)CN1CCC(O)CC1 (stereo not given) | -10 | 1 | -1 | 1 | 13 | 11 | 1.5 | -2 | 0.9 | -3
19 | Cc1ccc2c(c1)nc(NCCCO)n2C | -4 | 1 | 0 | 1 | 3 | 0 | -0.1 | 5 | 1 | -2
20 | O=C(Nc1nc(-c2cccnc2)cs1)c1ccccc1F | -10 | 1 | -2 | 1 | -2 | 1 | -0.4 | -62 | 1 | -4
21 | CC(C)(C)NC(=O)NC(=O)CN1CCN(c2ccc(O)cc2)CC1 | -6 | 1 | 2 | 1 | 24 | -5 | -0.5 | -15 | 1.1 | -3
22 | Cc1cccn2c(=O)c(/C=N/O)c(N3CCOCC3)nc12 | -7 | 1 | -5 | 1 | -6 | -9 | -1.5 | 1 | 1.1 | -4
23 | CC(NC(=S)NCCCN1CCOCC1)C12CC3CC(CC(C3)C1)C2 (stereo not given) | -6 | 1.1 | -4 | 1 | 86* | 7 | 0.6 | -28 | 0.9 | -9
24 | Cc1ccc(C(=O)CCC(=O)Nc2ccc(Cl)c(S(=O)(=O)Nc3cccc(Cl)c3)c2)cc1 | 5 | 1.1 | -4 | 1 | 14 | -2 | 4.2 | -7 | 1 | -8
25 | COCCN(C(=O)CSc1nncn1-c1ccccc1)c1c(N)n(Cc2ccccc2)c(=O)[nH]c1=O | -4 | 1 | -2 | 1 | 54* | 5 | 0.0 | 3 | 1 | -2
26 | CCCC(c1nnnn1CS(=O)(=O)c1ccc(C)cc1)N1CCN(CC)CC1 (stereo not given) | 0 | 1 | -3 | 1 | -2 | -2 | 0.5 | -14 | 1 | -1
27 | COC(=O)c1c(NC(=O)c2ccccc2N(C)S(=O)(=O)c2ccccc2)sc2c1CCCC2 | -6 | 1.1 | -1 | 1 | 5 | -5 | 4.0 | . | 1.1 | -5
28 | CCN(CC)S(=O)(=O)c1ccc(C(=O)OC2CCCCC2CN(C)C)cc1 (stereo not given) | -8 | 1 | -4 | 1 | 12 | -4 | 0.5 | 16 | 1 | -4
29 | O=C(Cn1ccc(C(F)(F)F)n1)N/N=C/c1ccc(N2CCOCC2)cc1 | -18 | 1 | -5 | 1.1 | -5 | -2 | 0.6 | 0 | 1 | -5
30 | N=C1C(c2ccccc2)=C(O)C2CCc3ccccc3N12 (stereo not given) | -14 | 1 | -8 | 1.1 | -14 | 11 | 0.1 | -41 | 0.9 | -4
31 | CC(=O)N1N=C(c2ccncc2)CC1c1ccccc1O (stereo not given) | -1 | 1 | 3 | 1 | -10 | 5 | 3.5 | 7 | 1 | 1
32 | O=C(CCNS(=O)(=O)c1cccs1)Nc1ccccc1F | -11 | 1.1 | -2 | 1 | -3 | 0 | -0.6 | -11 | 1 | -6
33 | Cc1cc(C)n(CC2CC(=O)N(c3cc(Cl)cc(Cl)c3)C2=O)n1 (stereo not given) | -16 | 1 | -2 | 1 | -6 | 8 | 1.2 | -1 | 0.9 | -4
34 | Cc1nc(SCc2ccc(Cl)c(Cl)c2)ncc1C(=O)O | -2 | 1.1 | -6 | 1.1 | -8 | 1 | -0.8 | -3 | 1 | -7
35 | COc1ccc(C(=O)NN2CC(O)=C(c3nc4ccccc4n3C)C2=N)cc1OC | -12 | 1.1 | -5 | 1 | -8 | -21 | -0.2 | -8 | 1.2 | -7
36 | CC(C)(C)c1ccc(OCC(=O)OCCNC(=O)c2cccnc2)cc1 | -12 | 0.9 | -5 | 1 | -2 | -2 | -0.5 | -7 | 1 | 6
37 | COc1ccc(OCC(=O)Nc2ccc(NC(=O)c3ccco3)cc2)cc1 | -3 | 1 | 2 | 1 | -7 | 15 | 0.8 | -12 | 0.8 | 1
38 | O=C(CCC(=O)OCC(=O)c1ccc(-c2ccccc2)cc1)Nc1cccc2cccnc12 | 0 | 1 | 0 | 1 | -3 | 4 | 10* | -17 | 1 | 1
39 | CCn1c(SCC(=O)Nc2c(C)n(C)n(-c3ccccc3)c2=O)nc2c1c(=O)n(C)c(=O)n2C | -13 | 1.1 | -4 | 1 | 12 | 6 | 0.1 | 0 | 0.9 | -6
40 | NC(=O)CCc1c[nH]c2ccccc12 | -10 | 1.1 | -6 | 1.1 | -4 | 2 | 0.9 | -5 | 1 | -6
41 | O=C(CSc1nnc(-c2ccccc2)o1)N1CCN(c2ccccc2)CC1 | -3 | 1 | -6 | 1.1 | -4 | 20 | 2.6 | 2 | 0.8 | 0
42 | COC(=O)[C@@]1(Cc2ccc(F)cc2)[C@@H]2[C@@H](CC(=O)[C@H]2CC(=O)C(=O)N(C)C)CN1C(=O)c1ccccc1 | -5 | 1 | 0 | 1 | 32 | 36 | -0.9 | -4 | 0.6 | -3
43 | COc1cccc(CNC(=O)CCCCCn2c(=S)[nH]c3ccc(N4CCOCC4)cc3c2=O)c1 | 9 | 1 | 2 | 1 | -6 | 16 | 2.7 | -4 | 0.8 | 1
44 | COc1ccccc1CNC(=O)C1CCCN(S(=O)(=O)c2cnc[nH]2)C1 (stereo not given) | 5 | 1 | 6 | 0.9 | -5 | -5 | 0.0 | -6 | 1.1 | 1
45 | Cc1c(C(=O)NC(=S)Nc2ccccc2N2CCCC2)cccc1[N+](=O)[O-] | -32 | 1 | -2 | 1 | 87* | 2 | 2.8 | 20 | 1 | -1
46 | O=C(N/N=C/c1ccccc1[N+](=O)[O-])C(=O)N1CCCC1 | -2 | 1 | 1 | 1 | -5 | -2 | 0.5 | -20 | 1 | 2
47 | CCOc1ccc(C(C)(N)C(=O)O)cc1 (stereo not given) | -14 | 1 | -5 | 1 | -7 | 10 | 1.5 | 2 | 0.9 | -4
48 | CCN(CC)S(=O)(=O)c1ccc(Oc2ccccc2)cc1 | -9 | 1.1 | -5 | 1.1 | 99* | 23 | 2.9 | 15 | 0.8 | -7
49 | O=C(CCCOc1ccccc1)N1CCCCC1 | -4 | 0.7 | 6 | 0.9 | -5 | 5 | 1.1 | -103 | 1 | 29
50 | CCN(CC)S(=O)(=O)c1ccc(N2C(=O)CC2(/C=C/c2ccccc2)C(=O)NC2CCCC2)cc1 (stereo not given) | 13 | 1 | 0 | 1 | 16 | 1 | 1.8 | -15 | 1 | -4
51 | O=C(N/N=C/c1ccc(OCc2ccccc2)cc1)c1cccs1 | -3 | 1 | -7 | 1.1 | -1 | 12 | 5.3 | -4 | 0.9 | -2
52 | O=C(NCc1ccccn1)C(F)(F)C(F)(F)C(=O)NCc1ccccn1 | -9 | 1.1 | -3 | 1 | -8 | -3 | 2.7 | 4 | 1 | -8
53 | CC(C)C(NC(=O)c1ccccc1F)C(=O)Nc1nccs1 (stereo not given) | -12 | 1.1 | -1 | 1 | 1 | 8 | 0.8 | -2 | 0.9 | -9
54 | Cc1ccc(NC(=S)N(Cc2ccco2)C2CCN(C(C)C)CC2)cc1 | -21 | 1 | 3 | 1 | -1 | 5 | -0.3 | -16 | 0.9 | 1
55 | CCCCN(C)CCNC(=O)c1c[nH]c2ccc(S(=O)(=O)N(CC)CC)cc2c1=O | 3 | 1.1 | -5 | 1 | -3 | 4 | 0.5 | 14 | 1 | -8

Single records, as listed above.
Cc1ccc(NC(=S)N(Cc2ccco2)C2CCN(C(C)C)CC2)cc1 as listed: TNAP inh noacc = -21; FLuc act counter = 1; TNAP inh hi DEA = 3; TNAP act hiacc = 1; Lmaj promast = -1; bIAP inh = 5; RAM network inh = -0.3; APP 5UTR inh = -16; bIAP activator = 0.9; FLuc inh counter = 1
COc1cccc(CNC(=O)CCCCCn2c(=S)[nH]c3ccc(N4CCOCC4)cc3c2=O)c1 as listed: TNAP inh noacc = 9; FLuc act counter = 1; TNAP inh hi DEA = 2; TNAP act hiacc = 1; Lmaj promast = -6; bIAP inh = 16; RAM network inh = 2.7; APP 5UTR inh = -4; bIAP activator = 0.8; FLuc inh counter = 1

From PubChem
